KCNQ2 inh = KCNQ2 channel blockers in CHO-K1 cells – cell-based, FluxOR thallium flux, B-score, primary screen (AID 2156) | actives 1.1% (n = 310,000) | O88943 | 20 min; active compounds read low | B-score at 10 µM;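 active = fluorescence ratio B-score at most minus 3 library SDs, with starting brightness B-score within 2 library SDs, cut at about -5.5 in these data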
OX1R antag = blocks the human orexin 1 receptor. O43613. OX1R-expressing cells, FRET antagonist read-out. inhibition, % at 6.6 µM. actives 1.8% (n = 330,000); in the data active = inhibition mostly above about 38%, no sharp cut-off; inactive = mostly below about 40%;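 also: 0% = agonist challenge alone and 100% = reference antagonist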
Target sequence (O43613 whole entry, looked up): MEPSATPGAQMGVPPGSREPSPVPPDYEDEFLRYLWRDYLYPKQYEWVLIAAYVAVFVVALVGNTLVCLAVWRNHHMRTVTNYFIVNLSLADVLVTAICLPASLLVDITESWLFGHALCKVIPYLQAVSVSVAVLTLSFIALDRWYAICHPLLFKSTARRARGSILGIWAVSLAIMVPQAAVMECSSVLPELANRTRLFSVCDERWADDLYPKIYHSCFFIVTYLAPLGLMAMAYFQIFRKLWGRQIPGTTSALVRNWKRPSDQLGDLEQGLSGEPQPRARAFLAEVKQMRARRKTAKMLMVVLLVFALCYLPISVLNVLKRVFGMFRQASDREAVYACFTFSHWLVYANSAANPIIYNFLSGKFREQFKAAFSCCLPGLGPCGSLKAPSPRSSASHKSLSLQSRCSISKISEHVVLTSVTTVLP
STK33 inh = blocks human STK33 kinase activity | purified STK33, MBP phosphorylation, ADP-Glo luminescence | inhibition, % at 10 µM | actives 0.073% (n = 320,000) | AID 2661;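 active = inhibition at or above 25%, using the most active replicate where run in duplicate; inactive = inhibition below 25%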
Target sequence (Q9BYT3 whole entry, looked up): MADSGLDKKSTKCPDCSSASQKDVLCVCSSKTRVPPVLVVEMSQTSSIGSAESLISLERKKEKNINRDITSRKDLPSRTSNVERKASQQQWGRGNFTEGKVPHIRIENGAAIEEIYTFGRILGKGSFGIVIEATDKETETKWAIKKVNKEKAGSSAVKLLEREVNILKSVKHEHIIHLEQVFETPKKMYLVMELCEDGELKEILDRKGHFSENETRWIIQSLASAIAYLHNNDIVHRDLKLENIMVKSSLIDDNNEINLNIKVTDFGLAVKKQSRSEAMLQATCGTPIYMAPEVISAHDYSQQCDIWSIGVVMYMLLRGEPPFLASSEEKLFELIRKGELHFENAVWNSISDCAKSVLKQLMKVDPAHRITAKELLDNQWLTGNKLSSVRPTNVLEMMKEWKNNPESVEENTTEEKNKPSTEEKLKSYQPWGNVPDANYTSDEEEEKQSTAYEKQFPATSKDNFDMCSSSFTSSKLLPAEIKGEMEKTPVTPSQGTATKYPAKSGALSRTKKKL
An asterisk follows results filed as active; i = inactive; . = not tested or not shown; & = joins results of further samples.

The line under a structure holds: KCNQ2 inh | OX1R antag | STK33 inh
COC(=O)C1=C[C@@H](C(=O)OC)[C@@H]2C3=C(C(=O)[C@@]2(C)NC(=O)c2ccccc2)[C@H](C)n2c(=O)n(C)c(=O)n2[C@@H]3C1
    i | 8 | -0.6
CCCn1c2c(c(O)c(C(=O)Nc3ccc(OC)cc3)c1=O)CCCC2
    i | 11 | 0.5
Cc1sc(NC(=O)c2ccc(Br)s2)c(C(N)=O)c1C
    i | 21 | -1.5
CSC1=NSC2=NC(=O)/C(=C/c3coc4ccc(O)cc4c3=O)C(=N)N12
    i | 12 | 8.2
COc1ccc(CNC(=O)C2CC(c3ccc(F)cc3)=NO2)cc1 (stereo not given)
    i | 19 | -2.0
Cc1c(C(C)(C)O)[nH]c2ccc(C(F)(F)F)cc12
    i | 7 | 0.1
CCCc1cc(=O)oc2cc(OC(C)C(=O)NCc3ccccn3)c(Cl)cc12 (stereo not given)
    i | 19 | -2.2
CCCOc1ccc(NC(=O)C2CC(=O)N/C(=N/N=C(\C)CCc3ccc4c(c3)OCO4)S2)cc1 (stereo not given)
    i | 7 | 0.3
CN1C(c2ccccc2)CCOS1(=O)=O (stereo not given)
    i | 0 | -1.4
COc1ccccc1CN1CC(=O)N2CSC[C@H]2C1=O
    i | -7 | 4.1
CN1C2CCC1CC(OC(=O)c1c[nH]c3ccccc13)C2 (stereo not given)
    i | 15&9 | 0.8&0.4
COc1ccc(OC)c(NC(=O)c2cnn(-c3ccccc3Cl)c2NC(=O)c2ccco2)c1
    i | 37 | .
Cc1cc(-c2ccccc2)nc2[nH]n(-c3ccccc3)c(=O)c12
    i | 22 | -0.5
NS(=O)(=O)c1cc2c(cc1Cl)NCNS2(=O)=O
    i | 9 | .
CN1CCN(c2ncccc2S(=O)(=O)N2CCCCC2)CC1
    i | 12 | 1.0
Cc1cccc(C(=O)NCC(=O)N2CCN(S(=O)(=O)c3ccccc3)CC2)c1
    i | 9 | -0.4
CCOc1ccccc1CN1CCN(Cc2ccc3cccc(OC)c3n2)CC1CCO (stereo not given)
    i | . | -3.2
CC1=C(C(=O)Nc2ccccc2F)C(c2cccs2)NC(=S)N1 (stereo not given)
    i | 9 | -1.7
COc1ccc(NC(=O)c2cc([N+](=O)[O-])ccc2N2CCN(C)CC2)cc1
    i | 34 | -1.1
Cc1ccc(CN(c2ccc(C(=O)NCc3ccc4c(c3)OCO4)cc2)S(C)(=O)=O)cc1
    i | 14 | 1.9
CN1CCN(C(=S)c2cn(Cc3cccc(F)c3)c3ccccc23)CC1
    i | 28 | -0.5
Cc1[nH]c2ccccc2c1C(=O)COC(=O)c1ccccc1O
    . | 21 | -0.9
N/C(=N\OC(=O)c1ccoc1)c1ccc(Br)cc1
    i | 31 | 0.3
Cc1cc(C(F)(F)F)n2ncc(-c3ccccc3)c2n1
    i | 2 | -1.4
Cc1ccc(N/C=C2\CCCCC2=O)c(C)c1
    i | 6 | 0.4
Cc1ccccc1-c1nnc(SCC(=O)c2c(N)n(C3CC3)c(=O)[nH]c2=O)o1
    . | 1 | -0.4
Cc1cc(=O)oc2cc(OC(C)C(=O)Nc3ccc(N4CCOCC4)cc3)ccc12 (stereo not given)
    i | 15 | -0.5
O=C(Nc1ncccn1)C1CCCCC1
    i | 7 | 0.8
O=C(CCSc1ccc(Cl)cc1)N1CCOCC1
    i | 31 | -0.7
COCCn1c(Cc2ccccc2)nnc1SCC(=O)N1CCCCC1C (stereo not given)
    i | 9 | -1.2

The listing continues.
The line under a structure holds: KCNQ2 inh | OX1R antag | STK33 inh
CCNC(=S)NNC(=O)c1cccnc1
    i | 24 | -0.8
CCOC(=O)N1CCN(S(=O)(=O)N2CCCC(C(=O)NCCc3ccccc3)C2)CC1 (stereo not given)
    i | 13 | -2.3
O=c1[nH]cc(S(=O)(=O)N2CCN(c3cccc(C(F)(F)F)c3)CC2)c(=O)[nH]1
    i | 7 | 0.0
O=S(=O)(c1ccc(F)cc1)N(CCO)CC(O)Cn1c2ccccc2c2ccccc21 (stereo not given)
    i | 9 | 0.7
O=C(Nc1cc2c(cc1Cl)OCCO2)c1ccco1
    i | 7 | 1.7
CC(CC1CC(C)(C)OC1=O)C(=O)Nc1ccc([N+](=O)[O-])cc1 (stereo not given)
    i | 19 | -0.7
O=C(NC(Cc1ccccc1)C(=O)O)/C(=C\c1ccccc1)NC(=O)c1ccc(Br)o1 (stereo not given)
    i | 1 | -1.8
CCOc1ccc(NC(=O)COC(=O)CN2CCCCCC2=O)cc1
    . | 6 | -0.6
CC(=O)NC1CCN(C(=O)N2CCCC2)CC1
    i | 9 | -0.6
O=C(NCCSCc1ccco1)c1ccc(=O)[nH]c1
    i | 1 | -1.9
Cc1ccc(-c2nnc3n2N=C(c2ccc(Br)cc2)CS3)cc1
    i | 11 | -2.3
Cc1ccc(C)c(NC(=O)CCCCCN2C(=O)[C@@H]3Cc4ccccc4CN3C2=O)c1
    i | 5 | 4.7
O=C(CCCN1C(=O)c2ccccc2C1=O)Oc1ccc(F)cc1
    i | 1 | 0.4
O=C(NCN1CCc2ccccc2C1)c1ccccc1
    i | 14 | -0.6
CCOC(=O)c1cccc(NC(=O)CSc2nnc(COc3ccc(Cl)cc3)o2)c1
    i | 11 | 0.0
NC(=O)Cn1c(=O)n(CCC(=O)Nc2ccc(F)cc2)c(=O)c2sccc21
    i | 11 | 0.4
CCN1CCCC1CN(Cc1cc2ccc(C)cc2[nH]c1=O)C(=S)Nc1ccc(F)cc1 (stereo not given)
    i | 6 | -1.4
Cc1ccc(C(=O)NNC(=S)NC(=O)c2ccc(Cl)cc2Cl)cc1
    i | 1 | -0.5
Cc1ccc(CNC(=S)N(C)C)cc1
    i | 8 | -1.6
COc1cc(S(=O)(=O)N2CCCCC2)ccc1NC(=O)c1ccc(F)cc1
    i | 15 | -1.2
COc1ccccc1C(=O)Nc1cccc2cccnc12
    i | 73* | 9.6
CCOC(=O)N1CCC(NC(=O)Cc2cn(C)c3ccccc23)CC1
    i | -6 | 1.1
O=C(NN1C(=O)C2C(c3ccccc3)C=CC(c3ccccc3)C2C1=O)c1ccccc1 (stereo not given)
    i | 22 | -0.2
O=[N+]([O-])c1cc([N+](=O)[O-])c(Oc2ccc(F)cc2)cc1NN1CCCCC1
    i | 8 | -3.7
Cc1ccc(S(=O)(=O)N2CCN(CC(=O)N/N=C/c3ccccc3OCC(=O)O)CC2)cc1
    i | 6 | 0.0
CC(C)NCC(O)COc1cccc2ccccc12 (stereo not given)
    i | 15 | -2.2
Cc1c(NC(=O)CN2C(=O)NC(C)(c3ccccc3)C2=O)c(=O)n(-c2ccccc2)n1C (stereo not given)
    i | 1 | 0.7
COc1ccc(C)cc1S(=O)(=O)N(C)CC(=O)N1CCN(c2ccccc2)CC1
    i | 10 | -2.4
O=[N+]([O-])c1ccccc1SNc1ccccn1
    i | 28 | 0.7
O=C(CCn1c(=O)[nH]c2ccsc2c1=O)N(CCc1ccccc1)Cc1ccccc1
    -7.4* | 19 | 0.3

(further entries)
The line under a structure holds: KCNQ2 inh | OX1R antag | STK33 inh
CSCCC(NC(=O)c1ccco1)C(=O)N1CCCC(C(F)(F)F)C1 (stereo not given)
    . | 0 | -0.7
CC(C)CNC(=S)N1CCC(Cc2ccccc2)CC1
    i | . | -0.3
Cc1ccc(C(=O)NC2CCN(C(=O)N3CCOCC3)CC2)cc1
    i | 2 | -2.6
CCOC(=O)c1cccc(N/C=C/C(=O)c2ccc(OC)c(OC)c2)c1
    i | 17 | 0.1
CN(C)CCNC(=O)c1ccc2c(=O)n(Cc3ccc(Cl)cc3)c(=S)[nH]c2c1
    i | -3 | -0.1
CC(C)c1ccc(S(=O)(=O)Nc2ccc(O)c(Sc3ncn[nH]3)c2)cc1
    i | . | 0.4
CC(C)(C)OC(=O)N1CCCN(C(=O)Nc2ccc(OC(F)(F)F)cc2)CC1
    i | 1 | -0.2
CC(C)[C@@H]1NC(=O)c2cc([N+](=O)[O-])cc(I)c2OCC[C@@H](C(N)=O)NC(=O)[C@H](CCC(=O)O)NC1=O
    i | 17 | -0.9
COc1ccc(NC(=O)CSc2nnc(C3CCCCC3)n2N)cc1OC
    i | 8 | -0.6
O/N=C/c1ccn(-c2ccc(Br)cc2)c1
    i | -3 | -0.8
Cc1cc(C)nc(Nc2cccc(C(F)(F)F)c2)n1
    i | 13 | 0.4
Nc1ccc(Br)c[n+]1Cc1cccc2cccnc12
    i | 4 | 0.0
Cc1ccc(/C=C2\SC(=S)N(CCC(=O)N3CCCCC3)C2=O)cc1
    i | 9 | -0.7
Cc1ccc(/C=C(\NC(=O)c2ccccc2)C(=O)NC2CCN(Cc3ccccc3)CC2)o1
    i | -2 | 1.4
O=C(/C=C/c1ccco1)NCC(=O)N/N=C/c1ccc([N+](=O)[O-])cc1
    i | 30 | -0.9
CCOC(=O)[C@H]1[C@H]2COc3ccc(C)cc3[C@@H]2N2C(=O)CN(Cc3ccco3)C(=O)[C@@]12C
    . | 2 | 7.4
O=C(c1ccccc1)c1ccc(OC(=O)C2CCCCC2)cc1
    i | 2 | -1.1
CCc1cccc(NC(=O)CNC(=O)N2CC(=O)Nc3ccccc32)c1
    i | 5 | -0.9
CCOC(=O)C1CCCN(C(=O)COC(=O)c2cccs2)C1 (stereo not given)
    . | 7 | -0.7
COCCCNC(=O)CN1C(=O)CSc2ncccc21
    i | -2 | -1.7
CC(=O)Nc1ccc(N(C(=O)c2ccco2)C(C(=O)NC2CCCC2)c2cccs2)cc1 (stereo not given)
    i | 32 | -1.4
Cc1nc2ccccc2nc1OCc1cccc(Cl)c1
    i | 23 | -3.3
CN(C)c1ccc(-c2cc(O)c3ncccc3c2)cc1
    . | 7 | 0.2
Nn1c(-c2ccccc2)nc2cc(Cl)ccc2c1=O
    i | 10 | -1.2
O=C(O)c1ccc(-c2nc(-c3ccccc3)cs2)cc1
    i | 13 | 0.9
O=C(c1ccc(Cl)c(Cl)c1)N1CCCC1
    i | 2 | -0.6
COc1ccc(C(=O)NCC(=O)NCC(=O)OCC(=O)c2cccs2)cc1
    i | 12 | -2.3
COc1ccc(CCNC(=O)C2CCN(c3ccc(N4CCOCC4)nn3)CC2)c(OC)c1
    i | 30 | -0.2
CCn1c(SCC(=O)NNC(=O)c2ccc(OC)cc2)nnc1C(C)C
    i | 6 | -1.1
CCOc1cc(S(=O)(=O)Nc2ccccn2)ccc1F
    i | 17 | -1.6

Gathered by group, the entries above containing a CF3 group.
The line under a structure holds: KCNQ2 inh | OX1R antag | STK33 inh
Cc1c(C(C)(C)O)[nH]c2ccc(C(F)(F)F)cc12
    i | 7 | 0.1
Cc1cc(C(F)(F)F)n2ncc(-c3ccccc3)c2n1
    i | 2 | -1.4
O=c1[nH]cc(S(=O)(=O)N2CCN(c3cccc(C(F)(F)F)c3)CC2)c(=O)[nH]1
    i | 7 | 0.0
CSCCC(NC(=O)c1ccco1)C(=O)N1CCCC(C(F)(F)F)C1 (stereo not given)
    . | 0 | -0.7
CC(C)(C)OC(=O)N1CCCN(C(=O)Nc2ccc(OC(F)(F)F)cc2)CC1
    i | 1 | -0.2
Cc1cc(C)nc(Nc2cccc(C(F)(F)F)c2)n1
    i | 13 | 0.4

(listing goes on)
The line under a structure holds: KCNQ2 inh | OX1R antag | STK33 inh
CCc1cc(=O)oc2cc(C)cc(OCC(=O)NCC3CCC(C(=O)O)CC3)c12 (stereo not given)
    i | 15 | -1.0
CCOc1ccc(/C=C/C(=O)c2c(O)cc(C)oc2=O)cc1
    i | 13 | 0.1
OC1CCN(c2c3c(nc4cc(-c5ccc(F)cc5)nn24)CCC3)CC1
    i | 40 | -0.6
O=c1nc(NC2CCCC2)ccn1Cc1cccc(Br)c1
    i | 10 | -0.6
CNc1nc(Cl)c(SC)c(N2CCOCC2)n1
    i | 13 | -0.1
Cc1ccc(-c2ccc(CCC(=O)O)n2-c2ccc(C(=O)O)cc2)cc1
    i | . | -0.9
CCN1/C(=C2\OC(=S)N(C)C2=O)C=Cc2ccccc21
    i | 7 | -0.1
FC(F)(F)c1cnc(N2CCSCC2)c(Cl)c1
    i | 6 | -2.8
Cc1cc(C)cc(C(=O)NC(CC(N)=O)c2ccc(NC3CCCCCC3)c([N+](=O)[O-])c2)c1 (stereo not given)
    i | 21 | 0.4
CCOC(=O)c1c(C)[nH]c(C)c1C(=O)COC(=O)/C=C/c1cccc(F)c1
    i | 19 | 0.6
COc1cc(C(=O)Nc2ccc(S(=O)(=O)Nc3ncccn3)cc2)c([N+](=O)[O-])cc1OC
    i | 26 | -1.4
O=C(CN1CCN(Cc2ccc(F)cc2)CC1)Nc1nc2ccccc2s1
    i | 13 | -1.8
COc1ccccc1OCC(=O)Nc1ccc(S(=O)(=O)NC(C)=O)cc1
    i | 4 | -1.2
CCOC(=O)NC1(C(F)(F)F)C(=O)NC(C)=C1C(=O)OC (stereo not given)
    i | 8 | -0.9
Cc1ccc(S(=O)(=O)Nc2cc(Cl)c(O)c3ncccc23)cc1
    i | 41 | -3.6
CCOC(=O)C1CCCN(C(=O)c2ccc(CS(=O)(=O)Cc3ccccc3C)o2)C1 (stereo not given)
    i | 18 | -0.7
O=C(O)[C@H]1Cc2ccccc2CN1S(=O)(=O)c1ccc(F)cc1
    i | 9 | -1.9
CCOC(=O)C1CCN(C(=O)CN(Cc2ccc(Cl)cc2)S(C)(=O)=O)CC1
    i | 27 | -0.1
C=CCn1c(SCC(=O)NCC2CCCO2)nnc1-c1ccncc1 (stereo not given)
    . | 2 | -0.2

Whole records as entered above. Order of values: KCNQ2 inh	OX1R antag	STK33 inh
`CCOc1ccc(/C=C/C(=O)c2c(O)cc(C)oc2=O)cc1` in the list: i	13	0.1
`CCOC(=O)C1CCN(C(=O)CN(Cc2ccc(Cl)cc2)S(C)(=O)=O)CC1` in the list: i	27	-0.1
`COc1ccccc1OCC(=O)Nc1ccc(S(=O)(=O)NC(C)=O)cc1` in the list: i	4	-1.2
